Source: PubChem
EPAC2 antagonist – EPAC2 (human) antagonism; Q8WZA2; EPAC2 GEF exchange of Rap1B-BODIPY-GDP, fluorescence; Potency, µM (top dose mostly 114 µM), for the others: top-dose activity, negative = inhibition, hits mostly inhibitors; 0.18% of 360,000 active; AID 720708; note: % is set by controls: 0 for no effect and ±100 for the full control effect; nearly all actives have a fitted effect of over 45% in size; many of its hits are not listed in these tables
Target sequence (Q8WZA2 whole entry, looked up): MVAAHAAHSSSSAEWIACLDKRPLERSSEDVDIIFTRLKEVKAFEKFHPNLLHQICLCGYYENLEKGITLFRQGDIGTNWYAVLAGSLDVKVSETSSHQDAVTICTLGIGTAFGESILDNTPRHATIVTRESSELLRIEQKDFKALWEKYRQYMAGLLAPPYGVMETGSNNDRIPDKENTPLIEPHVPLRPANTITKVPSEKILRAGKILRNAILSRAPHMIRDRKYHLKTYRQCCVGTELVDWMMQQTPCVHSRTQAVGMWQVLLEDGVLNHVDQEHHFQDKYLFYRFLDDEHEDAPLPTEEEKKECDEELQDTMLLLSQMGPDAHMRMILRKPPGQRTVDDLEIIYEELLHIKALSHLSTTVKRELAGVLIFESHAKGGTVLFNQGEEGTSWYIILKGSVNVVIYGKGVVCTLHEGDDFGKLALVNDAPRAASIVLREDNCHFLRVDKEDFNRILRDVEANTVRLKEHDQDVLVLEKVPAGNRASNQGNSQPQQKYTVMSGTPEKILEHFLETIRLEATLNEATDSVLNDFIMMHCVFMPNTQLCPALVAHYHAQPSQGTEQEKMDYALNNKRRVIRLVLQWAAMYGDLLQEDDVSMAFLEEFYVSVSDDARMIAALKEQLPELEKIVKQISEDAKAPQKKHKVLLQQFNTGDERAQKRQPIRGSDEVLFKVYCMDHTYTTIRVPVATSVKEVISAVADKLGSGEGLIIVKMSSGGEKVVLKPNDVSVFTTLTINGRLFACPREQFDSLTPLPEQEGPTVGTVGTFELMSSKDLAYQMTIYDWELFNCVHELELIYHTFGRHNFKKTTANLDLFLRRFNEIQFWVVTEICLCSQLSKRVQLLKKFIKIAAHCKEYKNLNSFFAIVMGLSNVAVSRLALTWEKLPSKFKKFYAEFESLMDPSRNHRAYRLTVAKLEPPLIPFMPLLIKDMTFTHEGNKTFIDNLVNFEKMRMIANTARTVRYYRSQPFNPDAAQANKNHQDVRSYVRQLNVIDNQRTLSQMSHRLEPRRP
S2 tox – cell viability loss in ATXN counter-screen | S2 cells (HEK-293 line with an ATXN2-luciferase reporter) viability, CellTiter-Fluor protease fluorescence, 24 h | Potency, µM (doses to about 56.7 µM), most hits filed as cytotoxic | 0.49% of 400,000 active | AID 651635; note: nearly all actives have a fitted effect of over 40% in size
Nrf2 inh – Nrf2 pathway inhibition. A549 ARE-Fluc reporter, luciferase luminescence, 18-24 h. 2.1% of 360,000 active. Potency, µM (top dose mostly 46 µM), for inactives: top-dose activity change, negative = inhibition, actives largely listed as inhibitors. AID 504444; note: % is set by controls: 0 for no effect and ±100 for the full control effect; nearly all actives have a fitted effect of over 60% in size
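Two sequential reads on A549 ARE_Fluc cells exposed to compound for 18-24 h: a CellTiter-Fluor fluorescence read for viability, then a luciferase luminescence read for Nrf2/ARE activity.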
Nrf2 activator – activates Nrf2 signaling. AREc32 ARE-luciferase reporter (MCF7-derived line), luminescence, 24 h. Potency, µM (titrated, usually from 46.1 µM), inactives show at the top dose activation, most hits filed as activators. 0.31% of 410,000 active. AID 624171; note: % of control where 0% means no effect; nearly all actives have a fitted effect of over 65% in size
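AREc32 cells carrying an ARE-driven firefly luciferase, 1000 cells/well in OPTI-MEM with 5% FBS, dosed after overnight attachment and incubated 24 hr at 37 deg C. Steady-Glo luminescence read after 30 min at RT.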
TGFb inhibitor – blocks TGF-b signaling | HepG2 CAGA-GFP TGF-b/SMAD3 reporter, GFP fluorescence, 18 h; TGF-beta stimulated, 500 pg/mL final | Potency, µM (highest dose often 46.1 µM), for the others: top-dose activity, negative = inhibition, usual class: inhibitors | 1.2% of 410,000 active | AID 588855; note: % is set by controls: 0 for no effect and ±100 for the full control effect; nearly all actives have a fitted effect of over 65% in size
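Cell-based qHTS in HEPG2 carrying a CAGA-GFP Smad reporter; compounds added before 500 pg/mL final TGF-beta, 18 h incubation at 37 degrees C, GFP fluorescence quantified per cell by imaging cytometry.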
HepG2 viability – counter-screen for TGF-b inhibitors: cytotoxicity in HepG2 cells; HepG2 CAGA-GFP viability, ATP luminescence, 18 h; Potency, µM (titrated, usually from 46.1 µM), for inactives: top-dose activity change, negative = cytotoxicity, usual class: cytotoxic; 0.76% of 410,000 active; AID 588856; note: some results filed as inactive show a strong effect at the top dose
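HepG2 CAGA-GFP cells (1000/well, DMEM with 1% FBS) received compound, then TGF-beta at 500 pg/mL final, and were incubated 18 hours at 37 degrees C. Viability was read by CellTiter-Glo luminescence. Media-only wells were set as complete cell-killing and DMSO as no toxicity.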
ATXN2 expr inh – ATXN2 expression inhibition. 0.72% of 360,000 active. HEK-293 ATXN2-luciferase reporter, luminescence, 24 h. Potency, µM (doses to about 57 µM), for the others: at the highest dose activity change, negative = inhibition, most hits filed as inhibitors; note: % is set by controls: 0 for no effect and ±100 for the full control effect; nearly all actives have a fitted effect of over 55% in size
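ATXN2-luciferase reporter cells (luciferase flanked by upstream and downstream ATXN2 gene portions) were treated 24 h at 37 °C with compounds at up to 57 uM. SteadyGlo luminescence gave expression; GF-AFC fluorescence gave viability.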
MCF10A rerep – DNA re-replication induction in MCF 10a cells; MCF 10A DNA re-replication, Hoechst nuclear intensity, 48 h; 2.9% of 350,000 active; Potency, µM (series often up to 46.1 µM), without a hit: at the top dose activity, positive = re-replication, usual class: activators; note: % of control where 0% means no effect; nearly all actives have a fitted effect of over 50% in size
A549 tox – counter-screen for Nrf2 inhibitors: cytotoxicity in A549 cells. 0.16% of 390,000 active. Potency, µM (top dose mostly 46 µM), for the others: at the highest dose activity change, negative = cytotoxicity, actives largely listed as inhibitors. A549 ARE-Fluc cells, CellTiter-Fluor viability, 18-24 h. AID 504648; note: % is set by controls: 0 for no effect and ±100 for the full control effect
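A549 ARE-Fluc cells in 5% FBS OPTI-MEM, 5000 cells/well, rested 2 h then exposed to compounds in concentration-response for 18-24 h at 37 °C. Viability by CellTiter-Fluor fluorescence (Ex 405/Em 525) after 30 min; luciferase luminescence (BugLite, 15 min, RT) read afterwards.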
* = called active by the depositor; i = inactive; ? = inconclusive; nt = no result given; & = joins results of further samples; [ ] = another dose, or the depositor's remark. Calls come from the whole dose curve; as a rule, active = well fitted curve in the direction sought with a large enough effect; inconclusive = small, poorly fitted or top-dose-only effect, or another doubt; inactive = no such curve, though single readings can be large; an effect the other way counts as inactive or inconclusive. Potency is the fitted concentration of half-maximal effect. Some of the compounds tested; rates above refer to the full screens.

entry	compound	EPAC2 antagonist	S2 tox	Nrf2 inh	Nrf2 activator	TGFb inhibitor	HepG2 viability	ATXN2 expr inh	MCF10A rerep	A549 tox
1	Cc1cnc(C(=O)OCC(=O)NC(C)CCc2ccccc2)cn1 (configuration not stated)	-2%	i	0%	-0.1%	-9%	-22%	1%	-1%	-2%
2	CCOc1ncccc1C(=O)NCCc1ccc(S(N)(=O)=O)cc1	10%	i	?	0.0%	19%	13%	2%	5%	?
3	CC(C)CCC(=O)N1CCOC1=O	-2%	i	8%	-0.2%	-23%	1%	13%	7%	-3%
4	COc1ccc(S(=O)(=O)N2CCCC(C(=O)NCc3ccccn3)C2)cc1 (configuration not stated)	11%	i	nt	-0.9%	-5%	18%	0%	-4%	2%
5	CC1(c2nnc(Cc3ccccc3)o2)CC(c2ccc([N+](=O)[O-])cc2)=NO1 (configuration not stated)	-11%	i	?	4.7%	?	-1%	-7%	?	5%
6	COc1ccccc1CNC(=O)Cn1ncn2c(cc3sccc32)c1=O	nt	nt	-8%	-0.1%	-18%	-3%	nt	nt	0%
7	COC(=O)c1[nH]c2cc(OC)c(OC)cc2c1NC(=O)Oc1ccccc1	-7%	i	nt	0.3%	-18%	4%	8%	0%	26%
8	O=C(CSCc1ccccc1Cl)N1CCN(c2ccc(Cl)cc2)CC1	nt	nt	nt	1.2%	?	-37%	nt	nt	3%
9	O=S(=O)(CCN1CCCCC1)CCS(=O)(=O)CCN1CCCCC1	3%	i	9%	0.2%	0%	15%	-1%	2%	1%
10	Cc1cc(Cl)ccc1OCC(=O)OC(C)C(=O)N(C)C (configuration not stated)	21%	i	-1%	0.1%	16%	-24%	-4%	-2%	2%
11	Cc1cccc(NC(=O)CN2C(=O)CCn3nc(-c4cccn4C)cc32)c1C	nt	i	nt	4.0%	-12%	2%	6%	nt	-1%
12	Cc1ccc(CNC(=O)c2c(O)nc3cc(C)ccn3c2=O)cc1	nt	i	23%	-0.8%	9%	-10%	3%	nt	-3%
13	CCc1ccccc1C1=CC(=O)C[C@H](c2ccc(OC)cc2)C1	?	i	-7%	-0.4%	-2%	-9%	0%	14%	3%
14	Cc1c(Cl)cccc1NC(=O)C(=O)NNS(=O)(=O)c1ccc(F)cc1	3%	i	?	0.2%	-11%	-13%	-3%	13%	0%
15	Cc1cc([N+](=O)[O-])cnc1NC(C)c1ccccc1 (configuration not stated)	-11%	i	-12%	2.9%	8%	-6%	-20%	3%	-13%

Single values from the list.
HepG2 viability with Cc1cc(Cl)ccc1OCC(=O)OC(C)C(=O)N(C)C (configuration not stated) stands at -24%
MCF10A rerep with O=S(=O)(CCN1CCCCC1)CCS(=O)(=O)CCN1CCCCC1 stands at 2%

Next structures follow.
entry	compound	EPAC2 antagonist	S2 tox	Nrf2 inh	Nrf2 activator	TGFb inhibitor	HepG2 viability	ATXN2 expr inh	MCF10A rerep	A549 tox
16	CC1=CC(C)(C)N(C)C(=O)N1c1ccc(Cl)cc1	-9%	i	nt	0.1%	?	-28%	15%	0%	-10%
17	COc1cc2c(cc1OC)-c1nnnn1C(C)(C)C2	6%	i	?	-0.3%	15%	-23%	-3%	-1%	4%
18	COc1ccc(/C=N/NC(=O)c2ccoc2C)cc1CN1CCN(c2ccc(F)cc2)CC1	0%	?	8%	11%	?	-25%	nt	-12%	-13%
19	COc1ccc(S(=O)(=O)Nc2ccc3c(c2)C(=O)N([C@@H](C)CO)C[C@H](C)[C@H](CN(C)S(=O)(=O)c2ccc(F)cc2)O3)cc1	-6%	?	-19%	4.6%	-8%	-2%	-17%	13%	-8%
20	CCOc1cc2[nH]c(=S)n(Cc3ccc(C(=O)N4CCN(C)CC4)cc3)c(=O)c2cc1OCC	-4%	i	?	0.2%	5%	5%	-37%	?	?
21	CCCNc1nc(C)cc(-c2cc(-c3ccc(Cl)cc3)on2)n1	1%	i	16%	-1.4%	5%	0%	2%	0%	2%
22	CN(N)c1ccc2c(C(F)(F)F)cc(C(F)(F)F)nc2n1	-20%	i	-18%	-0.2%	0%	-35%	4%	7%	-4%
23	COc1cccc(NC(=O)c2sc3nc4n(c(=O)c3c2C)CCC4)c1	1%	i	?	-0.3%&4.4%	3%&-26%	-19%&-20%	26%	2%	1%&-1%
24	CS(=O)(=O)N(CC(=O)N1CCCCC1)Cc1ccccc1	-14%	i	8%	5.0%	1%	-5%	6%	-21%	4%
25	COc1nc(-c2ccccc2Cl)ccc1C#N	2%	i	-13%	-0.5%	-14%	2%	-9%	2%	-6%
26	CCOC(=O)COc1nc(C)c(Br)c(OC)n1	1%	i	-2%	0.0%	25%	3%	-1%	?	-17%
27	Cc1cc2cc(CN(Cc3ccc4c(c3)OCO4)C(=O)c3ccco3)c(=O)[nH]c2cc1C	-6%	i	-21%	2.5%	?	-21%	-10%	?	1%
28	CCN(CC)CCC(c1cc(OC)c(OC)c(OC)c1)c1c(OC)cc(OC)c2c(-c3ccccc3)cc(=O)oc12 (configuration not stated)	-13%	?	20%&8%	7.6%	?	-59%&-77%	?	-6%	-9%&-11%
29	COc1ccc(NC(=O)Nc2ccc(C(=O)N3CCOCC3)cc2)cc1OC	9%	i	2%	0.3%	12%	7%	-13%	-2%	9%
30	COc1cc(OC)c(C(=O)Nc2cc(S(=O)(=O)N3CCOCC3)ccc2N2CCN(C)CC2)cc1OC	5%	i	3%	0.2%	5%	-1%	8%	12%	-2%

Next section
entry	compound	EPAC2 antagonist	S2 tox	Nrf2 inh	Nrf2 activator	TGFb inhibitor	HepG2 viability	ATXN2 expr inh	MCF10A rerep	A549 tox
31	CCOc1ccc(-c2nnc(Nc3ccc(S(N)(=O)=O)cc3)c3ccccc23)cc1	nt	i	-3%	-1.0%	-1%	2%	-1%	nt	2%
32	COC(=O)COc1cccc2c(=O)n(CC(=O)N3CCCCC3)ccc12	-7%	nt	0%	-0.7%	-19%	-24%	nt	-3%	-3%
33	O=C(O)Cc1ccc(NC(=S)Nc2cccc(Cl)c2Cl)cc1	-1%	i	?	2.0%	-7%	2%	-10%	-12%	4%
34	Cc1c(NC(=O)/C=C/C(=O)O)cccc1[N+](=O)[O-]	11%	i	-12%	0.4%	-5%	-6%	-6%	-1%	3%
35	Cc1ccc(S(=O)(=O)CCSc2n[nH]c(=O)n2-c2ccccc2)cc1	-1%	?	?	?	1%	24%	-28%	6%	-4%
36	CCOc1ccc(/C(C)=N/NC(=O)c2nnn(-c3nonc3N)c2-c2cccs2)cc1	0%	i	-2%	-0.9%	1%	11%	7%	16%	-2%
37	CCN(C[C@H]1N[C@@](Cc2ccccc2)(C(=O)OC)[C@H]2C(=O)N(Cc3ccccc3)C(=O)[C@@H]12)S(=O)(=O)c1ccccc1	-21%	i	-7%	-0.8%	-8%	0%	6%	?	-9%
38	CCOc1ccc(C2c3c(oc4ccccc4c3=O)C(=O)N2CCCN2CCOCC2)cc1 (configuration not stated)	12%	?	-13%	0.0%	2%	1%	7%	0%	-9%
39	Cc1c(Cl)cccc1NC(=O)C1CCN(c2ncnc3c2nc2n3CCCCC2)CC1	nt	nt	10%	0.5%	-41%	-16%	nt	nt	5%
40	CN(C)CCNc1nc2sc3c(c2c(=O)n1Cc1ccccc1)CCCCC3	-7%	?	4%	5.9%	3%	-18%	?	18µM*	0%
41	Cc1ccc(S(=O)(=O)Cc2ccc(C(=O)N3CCN(c4cccc(C)c4C)CC3)o2)cc1	-29%	i	?	-3.1%&0.0%	?	-41%&-27%	?	?	?
42	COCCN1C(=O)C(=O)/C(=C(/O)c2ccc(OC(C)C)cc2)C1c1cccnc1 (configuration not stated)	-4%	i	7%	-0.9%	-2%	5%	-22%	3%	1%
43	O=C1NN(CCO)C(=S)Nc2ccccc21	10%	i	nt	-0.8%	-9%	-30%	nt	nt	nt
44	Cc1ccc2nc(SCC(=O)NC3CCCC3)nc(=O)n2c1	12%	i	-17%	-0.4%	-29%	11%	-7%	0%	0%
45	COc1cc(Cl)c(C)cc1NC(=O)c1nn(-c2ccc(C)cc2)c(=O)n(C)c1=O	nt	i	nt	0.1%	59%[activator]	9%	0%	nt	0%

Remaining list, next part:
entry	compound	EPAC2 antagonist	S2 tox	Nrf2 inh	Nrf2 activator	TGFb inhibitor	HepG2 viability	ATXN2 expr inh	MCF10A rerep	A549 tox
46	CC1(C)Cc2cccc(OCC(=O)N3CCN(S(=O)(=O)c4ccccc4)CC3)c2O1	-2%	i	-24%	0.0%	8%	-35%	-9%	?	0%
47	CSc1nc2n(n1)C(c1cccc(F)c1)C(C(=O)Nc1ccc(C)cc1C)=C(C)N2 (configuration not stated)	2%	i	19%	-0.5%	-5%	-13%	5%	2%	4%
48	N#CC1=C(N)NC(SCC(=O)c2ccc(Cl)cc2)=C(C#N)C12CCCC2	-14%	i	?	4.6%	?	-14%	-8%	5%	-21%
49	C=C1CCN([C@@H](Cc2ccccc2)C(=O)NCc2ccc(Cl)c(Cl)c2)S(=O)(=O)c2ccccc21	-1%	i	5%	3.6%	-24%	-2%	-10%	?	5%
50	COC(=O)c1sccc1N/N=C/c1cccc(Oc2ccccc2)c1	2%	i	?	4.5%	4%	-52%	86%[activator]	?	-4%
51	CCCN(CCC)c1nc(N)c(C#N)c(CC#N)c1C#N	-5%	i	-23%	3.4%	?	-7%	-14%	6.5µM*	-3%
52	COc1ccc(Cl)cc1S(=O)(=O)N1CCN=C1c1ccccc1	-13%	i	-5%	0.0%	4%	-20%	-17%	29%	5%
53	CC1(c2ccc3ccccc3c2)CCC(=O)O1 (configuration not stated)	1%	i	10%	2.7%	-22%	4%	12%	-3%	-1%
54	CCOC(=O)[C@]12CCCC=C1N(Cc1cccc3ccccc13)C(=O)[C@H](CC(=O)N1CCC(c3ccccc3)CC1)C2	5%	?	nt	-0.5%	nt	nt	-6%	nt	nt
55	COc1ccccc1OCCNC(=O)C1CC(=O)N(Cc2ccc(C)cc2)C1 (configuration not stated)	17%	i	22%	-0.5%	0%	-11%	-1%	-1%	10%
56	Cc1ccc(NC(=O)CSc2nnc(-c3ccncc3)n2C)cc1C	8%	?	-13%	-0.4%	28%	3%	-6%	-2%	nt
57	Cc1ccc2c(c1)CCCN2CC(=O)Nc1cc(S(=O)(=O)N2CCCC2)ccc1Cl	-23%	i	0%	-0.5%	-25%	-32%	nt	6%	10%
58	CC(=O)NCCNC(=O)CCNC(=O)c1ccc(Cl)cc1	22%	i	11%	-0.3%	1%	1%	2%	1%	-7%
